Bioassay records: PubChem, several laboratories
KCNQ2 inh: KCNQ2 potassium channel inhibitors, primary screen, cell-based, CHO-K1, FluxOR thallium flux, B-score (AID 2156). Potassium voltage-gated channel subfamily KQT member 2 (Rattus norvegicus), O88943. 20 min; active compounds read low. B-score at 10 µM. hit rate 1.1% among 310,000;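 active = fluorescence ratio B-score at most minus 3 library SDs, with starting brightness B-score within 2 library SDs, cut at about -5.5 in these data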
OX1R antag: antagonists of human orexin 1 receptor (OX1R) | OX1R-expressing cells, FRET antagonist read-out | inhibition, % at 6.6 µM | hit rate 1.8% among 330,000 | AID 485270, 2010; in the data active = inhibition mostly above about 38%, no sharp cut-off; inactive = mostly below about 40%;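 also: 0% = agonist challenge alone and 100% = reference antagonist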
Target sequence (O43613 whole entry, looked up): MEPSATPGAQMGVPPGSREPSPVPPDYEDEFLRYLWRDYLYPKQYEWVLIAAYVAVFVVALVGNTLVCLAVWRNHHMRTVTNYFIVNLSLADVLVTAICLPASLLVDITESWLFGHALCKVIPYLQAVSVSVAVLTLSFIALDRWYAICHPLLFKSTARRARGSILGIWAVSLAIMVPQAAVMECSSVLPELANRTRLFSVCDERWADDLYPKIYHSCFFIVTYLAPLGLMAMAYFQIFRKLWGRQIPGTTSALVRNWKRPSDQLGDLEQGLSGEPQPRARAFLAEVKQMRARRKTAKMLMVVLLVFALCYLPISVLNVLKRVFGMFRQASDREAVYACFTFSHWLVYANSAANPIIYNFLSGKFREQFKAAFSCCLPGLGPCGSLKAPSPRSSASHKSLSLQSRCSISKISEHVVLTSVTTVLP
STK33 inh: inhibitors of purified STK33 kinase, primary screen, biochemical, ADP-Glo luminescence, homogeneous, cell-free; MBP phosphorylation; Serine/threonine-protein kinase 33 (Homo sapiens), Q9BYT3; inhibition, % at 10 µM; hit rate 0.073% among 320,000;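 active = inhibition at or above 25%, using the most active replicate where run in duplicate; inactive = inhibition below 25%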
Target sequence (Q9BYT3 whole entry, looked up): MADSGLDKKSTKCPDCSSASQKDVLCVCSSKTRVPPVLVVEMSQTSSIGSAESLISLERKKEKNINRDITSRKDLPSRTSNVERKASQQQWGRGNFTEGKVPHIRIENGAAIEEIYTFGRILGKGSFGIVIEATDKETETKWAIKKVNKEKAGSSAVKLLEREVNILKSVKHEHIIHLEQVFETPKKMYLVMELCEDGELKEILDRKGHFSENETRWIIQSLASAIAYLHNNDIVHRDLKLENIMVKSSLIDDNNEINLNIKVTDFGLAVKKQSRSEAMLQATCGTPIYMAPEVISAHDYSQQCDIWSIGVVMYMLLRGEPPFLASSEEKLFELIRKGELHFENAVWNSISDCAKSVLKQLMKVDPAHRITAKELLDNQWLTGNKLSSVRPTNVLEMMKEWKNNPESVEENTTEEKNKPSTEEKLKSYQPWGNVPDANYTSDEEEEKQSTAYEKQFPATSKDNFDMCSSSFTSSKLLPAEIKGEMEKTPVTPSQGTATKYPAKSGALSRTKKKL
* marks the source's active call; other numbers are inactive results; i = inactive; · = not tested or not shown.

SMILES	KCNQ2 inh	OX1R antag	STK33 inh
Cc1cc(-c2n[nH]c(=S)n2/N=C/C=C/c2ccco2)n[nH]1	i	6	1.4
CC(C)NC(=S)N1CCN(c2ncccn2)CC1	i	9	-2.2
CCCCn1c(N)c(N(CCOC)C(=O)c2cc(CC)c(C)s2)c(=O)[nH]c1=O	i	5	0.4
O=C(NNC(=O)C1CCN(Cc2ccccc2)CC1)c1cccs1	i	7	-5.4
c1ccc(-c2nnc(SCc3nc4ccccc4[nH]3)n2Cc2ccco2)cc1	i	30	-0.4
CCOc1ccc(NC(=O)CCCn2nc(C)c3c(C)n(-c4ccccc4)nc3c2=O)cc1	i	14	-0.5
O=C(Cn1c(-c2ccccc2Cl)nc2ccccc21)Nc1cccc(Cl)c1	i	8	·
O=C(Cn1c2c(c(-c3ccccc3Cl)cc1=O)CCC2)NCCCN1CCOCC1	i	17	0.8
CC(C)(C)c1ccc(C(=O)Nc2ccc3c(c2)C(=O)NC3=O)cc1	i	13	-0.5
Cc1ccc(NC(=O)c2ccc(OC(F)(F)F)cc2)cc1S(=O)(=O)N(C)C	i	18	-0.6
Cc1ccc2nc3n(c(=O)c2c1)-c1cc(Cl)ccc1C(=O)NC3Cc1ccc(O)cc1 (stereo not given)	·	5	-2.1
O=C(Cc1sc(-c2ccccc2)nc1-c1ccccc1)Nc1ccc(Cl)cc1	i	28	8.6
Cc1ccccc1NC(=S)NCc1ccc2c(c1)cc(C)n2C	i	3	-5.1
O=C(Oc1ccccc1F)c1ccc2c(=O)n3c(nc2c1)CCC3	i	3	-0.4
CC(=O)C1=C(C)NC(=O)NC1c1ccccc1OCC(=O)NCCc1ccccc1 (stereo not given)	i	9	-0.9
O=C(Oc1cccc2cccnc12)c1ccco1	i	11	-2.9
Cc1cc(C)cc(NC(=O)CCN2C(=O)c3ccccc3C2=O)c1	i	·	0.2
COC(=O)c1cc(C(=O)OCC(=O)NCc2ccc3c(c2)OCO3)cc([N+](=O)[O-])c1	i	12	-0.7
CCC(C)N(C(=O)COC(=O)CSc1ccc([N+](=O)[O-])cc1)C1CCS(=O)(=O)C1 (stereo not given)	i	·	-1.2
CCN(CC)S(=O)(=O)c1cccc(C(=O)Nc2cccc(C)c2)c1	i	12	1.0
CCCCC1N2CC3([N+](=O)[O-])CN1CC([N+](=O)[O-])(C2)C3(C)C (stereo not given)	i	4	-0.9
CC1CCN(c2ccc([N+](=O)[O-])cn2)CC1	i	14	-1.7
Cc1ccc(NC(=O)C2CCCC2)cc1Cl	i	2	-8.7
CSCC[C@H](NC(=O)OC(C)(C)C)c1nnc(SCc2cccc(F)c2)o1	i	26	2.1
CN(CCC1CCOCC1)C(=O)CC1C(=O)NCCN1Cc1ccccc1F (stereo not given)	i	19	-2.1
Later entries:
SMILES	KCNQ2 inh	OX1R antag	STK33 inh
COc1ccc2nc(NCCO)[nH]c2c1	i	17	0.0
CCOC(=O)c1ccccc1NC(=O)COC(=O)C1CCN(S(=O)(=O)c2ccccc2C(=O)OC)CC1	i	16	-2.8
S=c1[nH]nc(-c2cccs2)n1C1CCCCC1	i	1	-1.5
Cc1ccc(C(=O)N2CCN(c3ccc([N+](=O)[O-])c(N4CCOCC4)c3)CC2)cc1	i	18	·
CN1CCc2c1nc1ccccc1c2NC(=O)CN1CCCC1	i	3	-2.7
COc1ccc(S(=O)(=O)N2CCC3(CC2)OCCN3S(=O)(=O)c2ccccc2)cc1OC	i	8	-2.0
O=c1c2ccc(Cl)cc2nc2n1CC/C2=C\c1cccc(O)c1	i	10	-0.1
COc1ccc(Cl)cc1C(=O)OCC(=O)c1ccc[nH]1	·	4	0.2
CCC(=O)Nc1ccc(Cl)c(NC(=S)NC(=O)c2ccco2)c1	i	10	1.3
Cc1cccc(NC(=S)NC(=O)c2ccc(Br)o2)c1	i	7	-1.2
COCCn1nnnc1C(c1cc2c(C)cc(C)cc2[nH]c1=O)N1CCCCCC1 (stereo not given)	i	5	0.6
Cc1ccc(NS(=O)(=O)c2cccc(C(=O)O)c2)cc1S(=O)(=O)N1CCCCC1	i	1	-1.2
O=C(NC12CC3CC(CC(C3)C1)C2)c1cncc(O)c1	i	6	0.2
COc1ccccc1/C=C1/SC(=S)N(C(C)C(=O)NC2C=CS(=O)(=O)C2)C1=O (stereo not given)	i	22	8.0
Cc1ccn(S(=O)(=O)c2ccc(C(C)(C)C)cc2)n1	i	29	-0.4
COC(=O)[C@H]1C[C@@H](c2ccccc2)[C@H](C)C1(C)C	·	33	-0.2
COc1ccc(Cl)cc1NC(=O)CSc1nnc(-c2ccncc2)n1CC1CCCO1 (stereo not given)	i	22	-1.0
Cc1ccc(S(=O)(=O)NC(N)=NCCc2ccc(Cl)cc2)cc1	i	8	-0.3
Cc1ccc(C(=O)N2NC(c3ccccc3F)C3C(=O)N(c4cccc(C)c4)C(=O)C32)cc1 (stereo not given)	i	14	-2.7
COc1ccc(-n2c(SCC(=O)Nc3cccc(S(N)(=O)=O)c3)nc3ccccc3c2=O)cc1OC	i	15	0.0
COc1ccc(-c2cc(N3C(=O)Nc4ccccc4N3O)n[nH]2)c(OC)c1	i	22	0.4
CCCCn1c(N)c(N(CCC(C)C)C(=O)C2CSC3(C)CCC(=O)N23)c(=O)[nH]c1=O (stereo not given)	i	6	-0.1
Cc1[nH]n(-c2ccccc2)c(=O)c1N=Nc1c(Cl)cccc1Cl	i	9	0.0
CCc1ccc(S(=O)(=O)N/N=C(/C)c2ccncc2)cc1	i	16	-0.7
COC(CNC(=O)C1CCCN(S(=O)(=O)c2c(C)noc2/C=C/c2cccs2)C1)OC (stereo not given)	i	21	-1.0
(further entries)
SMILES	KCNQ2 inh	OX1R antag	STK33 inh
O=C(CCCC(=O)c1ccccc1)Nc1ccc(F)cc1	i	11	-1.9
CCCCNc1c(-c2ccc(OC)c(SC3CCCCC3)c2)nc2cc(C)ccn12	i	25	0.7
Cc1ccc(C(=O)NNC(=O)c2ccncc2)cc1[N+](=O)[O-]	·	9	0.5
COc1ccc(CNCCCSc2ncccn2)cc1OC	i	20	-1.2
Cc1cccc(C)c1OCc1cc(C(=O)NCC2CCCCC2)no1	i	8	-2.2
Cc1cc(NC(=O)CSc2nnc(-c3cccnc3)n2C2CCCCC2C)no1 (stereo not given)	i	4	1.5
CCOc1ccc2nc(Cl)c(C3CC(c4ccco4)=NN3S(=O)(=O)c3ccccc3)cc2c1 (stereo not given)	i	4	-1.2
CS(=O)(=O)N(CC(=O)NCCSCc1c(F)cccc1Cl)c1ccc2c(c1)OCO2	i	6	0.8
COc1ccccc1NC(=O)Nc1ccc2c(c1)CCC2	i	7	0.0
CCOC(=O)CCc1c(C)n(CC)c2cc(-c3ccccc3OC)nn2c1=O	i	41	-1.5
COc1ccc(NC(=O)CCNS(=O)(=O)c2ccc3c(c2)c(=O)n(C)c(=O)n3C)c(OC)c1	i	4	4.9
CCOc1cc(/C=C/c2cccc[n+]2C)ccc1OCC(=O)Nc1ccc(C)cc1	i	25	-0.2
CCn1c(SCC(=O)Nc2nc3ccccc3s2)nnc1-c1ccc(Br)cc1	i	31	-0.3
O=C(NNS(=O)(=O)c1ccc([N+](=O)[O-])cc1)c1cnn(-c2ccccc2)c1-n1cccc1	i	13	-2.4
CN1CCN(CC(O)COc2ccc(OCC(O)CN3CCN(C)CC3)cc2)CC1 (stereo not given)	i	10	-0.2
CC1CCN(S(=O)(=O)c2cccc(C(=O)NCc3ccco3)c2)CC1	i	6	-1.0
CCCc1cc(=O)n2[nH]c(-c3ccco3)nc2n1	i	7	-0.6
O=C(CN(C(=O)c1csnn1)c1ccccc1)NCc1ccc2c(c1)OCO2	i	8	2.1
CCN(CC)CCNCc1ccc(Br)cc1OCC(=O)NCc1ccccc1	i	2	-1.0
COc1cc2ccccc2cc1C(=O)NCC(c1cccs1)N(C)C (stereo not given)	i	12	-0.1
O=C(NC1CCCCCCC1)c1ccc(S(=O)(=O)N2CCCC2)cc1	i	13	2.7
Cc1cccc(-n2ncc3c2CCCC3NC(=O)Cn2cccn2)c1C (stereo not given)	i	3	-1.2
CCOC(=O)c1oc2ccc(OC)cc2c1NC(=O)CN1CCN(C)CC1	i	12	1.8
CCOC(=O)CSc1cc(CS(C)(=O)=O)nc(-c2ccccn2)n1	i	14	-1.1
O=C(Cc1ccc(Br)cc1)Nc1ccccc1N1CCCC1	i	-8	-1.9
New compounds follow
SMILES	KCNQ2 inh	OX1R antag	STK33 inh
COc1cc(NC(=O)C/C(C)=N/NC(=O)c2ccccn2)c(OC)cc1Cl	i	27	-0.8
O=C(NCCCN1CCOCC1)c1cc2nc(-c3ccco3)cc(C(F)(F)F)n2n1	i	44	-0.7
COC(=O)c1c(-c2ccc(OC)cc2)sc2cc(OC)c(OC)cc12	·	12	1.3
O=C1NC(c2cn(-c3ccccc3)nc2-c2cccs2)C(C(=O)c2cccnc2)C(O)(C(F)(F)F)N1 (stereo not given)	i	22	1.0
Cc1ccccc1NC(=O)/C=C/c1cccc(C(F)(F)F)c1	i	2	-0.7
NS(=O)(=O)c1cccc(NC(=O)COC(=O)CCc2ccccc2)c1	i	17	0.6
CC1CN(C(=O)c2ccncc2)CC(C)O1 (stereo not given)	i	5	-0.5
COc1ccc(CN2CCCC2C(=O)Nc2ccc(OC)c(OC)c2)cc1OC (stereo not given)	i	16	0.5
NC(=O)C1CCN(C(=O)CCCCCn2c(=O)[nH]c3ccsc3c2=O)CC1	i	13	-1.3
CCc1ccc(N2C(=O)CN(Cc3cc(OC)c(OC)c(OC)c3)C2=S)cc1	i	17	0.9
COc1cc(C(C)=O)ccc1OCC(O)CN1CCN(c2ccc(F)cc2)CC1 (stereo not given)	i	16	-1.4
CCCCNC(=S)NNc1c(Cl)cc(Cl)cc1Cl	i	20	-0.6
Oc1ccc(-c2nccc(-c3ccc(Cl)cc3)n2)cc1	i	19	0.5
O=C(c1cccc2nc3ccccc3nc12)N1CCOCC1	i	46	-0.9
CCOc1ccccc1NC(=O)N1CCC(n2nnc3cc(C)ccc32)CC1	i	17	-0.4
C=CCNC(=O)c1sccc1Oc1ccc(F)cc1[N+](=O)[O-]	i	20	0.0
Cc1c(-c2cccs2)[n+](=O)c2c(n1[O-])CCCCC2	i	20	-2.9
Cn1c(=O)cc(OCCCC(=O)NCCCN2CCN(Cc3ccccc3)CC2)c2ccccc21	i	7	-1.0
[S-]c1nnc(-c2ccc(Br)cc2)n1-c1ccccc1.[Zn+2]	i	18	2.4
CN(C)CCCN1CC(=O)N2[C@@H](Cc3c([nH]c4ccccc34)C2(C)C)C1=O	i	12	0.2
CCc1ccc(-c2csc3nc[nH]c(=O)c23)cc1	i	8	-1.9
COc1cc(C(=O)NCCCN2CCCC2=O)cc(OC)c1OC	i	3	1.1
CC(O)C(NC(=O)OCc1ccccc1)C(=O)OCc1ccccc1 (stereo not given)	·	7	-1.0
CCN1C(=NCCc2c[nH]c3ccccc23)N[C@@H](c2ccccc2)[C@H](C(=O)OC)[C@H]1C	i	26	-0.3
COc1ccc(/C=C/C(=O)OCC(=O)NCCCc2ccccc2)cc1OC	·	6	-2.2

Given with two lines to a compound: 14 of the compounds above
Values run as follows: KCNQ2 inh | OX1R antag | STK33 inh
CCCCNC(=S)NNc1c(Cl)cc(Cl)cc1Cl
    i | 20 | -0.6
Oc1ccc(-c2nccc(-c3ccc(Cl)cc3)n2)cc1
    i | 19 | 0.5
O=C(c1cccc2nc3ccccc3nc12)N1CCOCC1
    i | 46 | -0.9
CCOc1ccccc1NC(=O)N1CCC(n2nnc3cc(C)ccc32)CC1
    i | 17 | -0.4
C=CCNC(=O)c1sccc1Oc1ccc(F)cc1[N+](=O)[O-]
    i | 20 | 0.0
Cc1c(-c2cccs2)[n+](=O)c2c(n1[O-])CCCCC2
    i | 20 | -2.9
Cn1c(=O)cc(OCCCC(=O)NCCCN2CCN(Cc3ccccc3)CC2)c2ccccc21
    i | 7 | -1.0
[S-]c1nnc(-c2ccc(Br)cc2)n1-c1ccccc1.[Zn+2]
    i | 18 | 2.4
CN(C)CCCN1CC(=O)N2[C@@H](Cc3c([nH]c4ccccc34)C2(C)C)C1=O
    i | 12 | 0.2
CCc1ccc(-c2csc3nc[nH]c(=O)c23)cc1
    i | 8 | -1.9
COc1cc(C(=O)NCCCN2CCCC2=O)cc(OC)c1OC
    i | 3 | 1.1
CC(O)C(NC(=O)OCc1ccccc1)C(=O)OCc1ccccc1 (stereo not given)
    · | 7 | -1.0
CCN1C(=NCCc2c[nH]c3ccccc23)N[C@@H](c2ccccc2)[C@H](C(=O)OC)[C@H]1C
    i | 26 | -0.3
COc1ccc(/C=C/C(=O)OCC(=O)NCCCc2ccccc2)cc1OC
    · | 6 | -2.2

Other compounds:
SMILES	KCNQ2 inh	OX1R antag	STK33 inh
COc1ccc(C(=O)NNC(=S)NC(=O)c2cccc([N+](=O)[O-])c2)cc1	i	10	0.3
O=C(CN1CCCCCC1)Nc1ccc(Br)cc1[N+](=O)[O-]	i	-3	0.1
COc1ccc(-c2cc(C(F)(F)F)nc(S(=O)(=O)CCC(=O)N3CCOCC3)n2)cc1	i	11	0.4
Cc1cccc(NC(=S)NC23CN4CN(CN(C4)C2)C3)c1	i	16	-1.0
C=CCC[C@@H](Cc1ccc(F)cc1)C(=O)OC[C@@H](NC(=O)[C@@H](CC=C)CC(=O)N[C@@H](CO)Cc1ccccc1)C(C)(C)C	·	5	0.1
CCNC(=O)COC(=O)/C=C/c1cccc(F)c1	i	6	-1.4
C/C(=N/NC(=O)CNS(=O)(=O)c1ccc(C)cc1)c1cccc([N+](=O)[O-])c1	i	17	-0.2
OCC[C@H]1C[C@H](O)[C@@H](O)[C@]2(OCCc3ccccc32)O1	·	12	0.4
Cc1ccc2nc(-c3ccc4c(c3)OCCO4)cc(C(=O)O)c2c1	i	9	0.8
COc1ccc(Cl)cc1N(CC(=O)NC(C(C)C)C(C)C)S(C)(=O)=O	i	14	0.1
